Screens as filed in PubChem BioAssay.
LDHA block = blocks human lactate dehydrogenase A. P00338. purified LDHA, NADH/diaphorase-resazurin fluorescence; active compounds read low. activity change, % (values are at about 110 or 230 µM). actives 0.15% (n = 480,000); in the data active means activity change below about -30%; inconclusive means mostly about -25% to -30%;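 further: plate controls were DMSO wells for no effect and wells without enzyme for full effect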
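Remaining NADH was detected by diaphorase (0.133 mg/mL) converting 37 µM resazurin to fluorescent resorufin, read at 0 and 20 minutes. The preceding 5-minute room-temperature reaction used 2 nM LDHA, 0.2 mM sodium pyruvate and 0.06 mM NADH at pH 7.4.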
ERG Ets-DNA blk = blocks human ERG Ets domain binding to DNA; P11308; actives 0.028% (n = 370,000); fluorescence polarization, His-ERG Ets domain / labelled DNA; Potency, µM (series often up to 76.9 µM), for the others: at the highest dose FP activity, negative = inhibition, usual class: inhibitors; AID 624246; active means well fitted inhibition curve with a large enough effect in the polarisation, with a control signal flat; inconclusive means small, poorly fitted or top-dose-only effect, or effect the other way, or a change in a side signal; inactive means no such curve, though single readings can be large or run the other way; the % refers to the polarisation;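 further: polarization taken with two DNA probes labelled with fluorescein and Texas red; potency means the concentration at half of the fitted maximal effect; % of control where 0% means no effect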
Target sequence (P11308 whole entry, looked up, the tested form may be a part): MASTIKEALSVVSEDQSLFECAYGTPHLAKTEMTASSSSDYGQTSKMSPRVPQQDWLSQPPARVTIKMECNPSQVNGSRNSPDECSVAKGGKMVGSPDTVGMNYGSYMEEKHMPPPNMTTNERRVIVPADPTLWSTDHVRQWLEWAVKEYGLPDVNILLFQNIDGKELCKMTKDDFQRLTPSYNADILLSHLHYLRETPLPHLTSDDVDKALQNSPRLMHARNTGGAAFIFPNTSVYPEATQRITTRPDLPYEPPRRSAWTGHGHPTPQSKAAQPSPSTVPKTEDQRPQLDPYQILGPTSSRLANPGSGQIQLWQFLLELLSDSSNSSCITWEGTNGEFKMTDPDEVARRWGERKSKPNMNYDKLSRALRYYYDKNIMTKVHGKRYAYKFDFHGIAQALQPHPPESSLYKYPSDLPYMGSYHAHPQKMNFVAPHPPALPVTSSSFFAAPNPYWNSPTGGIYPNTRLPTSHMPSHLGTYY
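His-tagged ERG Ets domain (1 uM in the protein solution; 300mM KCl, 50mM Tris-HCl, 1mM EDTA, 1mM DTT, pH 7.5) received compound, then a probe mix of 5 nM fluorescein-DNA and 100nM Texas-615-DNA. Fluorescence polarization was read for both dyes.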
D2 agonist = agonists of human D2 dopamine receptor. actives 0.53% (n = 340,000). HEK293 T-REx D2 cells, calcium flux agonist mode. P14416. activation, % at 2 µM;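 active means activation over 3 SD above normal in the single-dose calcium agonist read, cut at about 30% in these data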; further: 0% is about no effect
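Agonism scored from kinetic calcium signal (1 read/sec, 180 s) following compound pin transfer, after a 10 s baseline. Cells: HEK293 Trex line expressing inducible D2 receptor coupled to calcium, dye-loaded after overnight culture at 30 C.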
RGS4 inh = human RGS4 inhibition. P49798. Transcreener GDP fluorescence polarization, RGS4-accelerated GTP hydrolysis. Potency, µM (highest dose often 114 µM), for the others: at the highest dose activity change, negative = inhibition, most hits filed as inhibitors. actives 0.039% (n = 390,000); further: potency means the concentration at half of the fitted maximal effect; on the % scale 0 is the no-effect control and ±100 the full control effect; nearly all actives have a fitted effect of over 75% in size; some results filed as inactive show a strong effect at the top dose
Target sequence (P49798 whole entry, looked up): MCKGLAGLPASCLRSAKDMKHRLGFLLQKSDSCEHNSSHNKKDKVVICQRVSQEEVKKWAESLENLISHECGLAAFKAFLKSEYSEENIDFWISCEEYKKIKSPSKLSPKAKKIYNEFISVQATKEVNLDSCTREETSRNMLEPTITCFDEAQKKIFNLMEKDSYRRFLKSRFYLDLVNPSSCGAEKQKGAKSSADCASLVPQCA
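MLSMR compounds (23 nl, pin-transferred) preincubated 10 min at room temperature with a 500nM (2x) first reagent, then RGS4 at 900nM (2x) plus Transcreener GDP mix added; fluorescence polarization (620/688 nm) read before and after 90 min at 30 °C.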
D2 antagonist = antagonists of human D2 dopamine receptor; AID 485344; HEK293 TREx D2 cells, calcium flux, dopamine EC80; P14416; inhibition, % at 10 µM; actives 2% (n = 340,000); in the data active means inhibition above about 30%; further: 0% is about no effect
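Tetracycline-induced HEK293 TREx cells expressing D2 receptor forced-coupled to calcium signalling, loaded with no-wash calcium dye. Compounds added and calcium flux read 180 s, then dopamine added at EC80 and read a further 180 s.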
12-LOX inh = inhibitors of human 12S-lipoxygenase ALOX12 | P18054 | purified 12hLO, xylenol orange hydroperoxide absorbance | Potency, µM (titrated, usually from 108 µM), for the others: at the top dose activity change, negative = inhibition, hits mostly inhibitors | actives 1.1% (n = 580,000) | AID 1671190; further: potency means the concentration at half of the fitted maximal effect; on the % scale 0 is the no-effect control and ±100 the full control effect
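Hydroperoxide product was detected by ferrous iron/xylenol orange as the 573 to 405 nm absorbance ratio. Arachidonic acid at 40 uM (final) was turned over for 30 min at room temperature by 150 nM human 12hLO, pH 7.0 Hepes buffer, after 15 min compound preincubation.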
Vif-APOBEC3F blk = blocks the Vif interaction with APOBEC3F. actives 0.2% (n = 390,000). HeLa A3F-eYFP + Vif (tagged APOBEC3F with the HIV-1 protein that degrades it), YFP fluorescence increase. Potency, µM (series often up to 46.1 µM), inactives show at the highest dose activity, negative = active; further: potency means the concentration at half of the fitted maximal effect; % of control where 0% means no effect; nearly all actives have a fitted effect of over 65% in size
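HeLa cells stably expressing Vif plus C-terminally eYFP-tagged A3F were seeded, incubated overnight at 37 deg C, dosed with compound, incubated overnight again at 37 deg C. Yellow fluorescence (Ex 488/Em 500-530) reported blocked Vif-mediated A3F-eYFP degradation.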
GRP78 ERSR act = ER stress response induction in glioma | Potency, µM, for inactives: at the top dose activation, actives largely listed as activators | U87-MG GRP78 promoter luciferase reporter, 16 h | AID 602332 | actives 0.02% (n = 420,000); further: potency means the concentration at half of the fitted maximal effect; series mostly up to about 76 µM; % of control where 0% means no effect; nearly all actives have a fitted effect of over 35% in size
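Stably transfected U87-MG human glioma cells carrying a GRP78-based luminescent sensor were seeded at 1000 cells/well, pin-dosed with compounds and incubated 16 h. Luciferase reagent was then added, and end-point luminescence was read after 10 min at room temperature.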
Vif-APOBEC3G blk = inhibitors of Vif-APOBEC3G interaction | Q9HC16 | HeLa A3G-eYFP + Vif (tagged APOBEC3G with the HIV-1 protein that degrades it), YFP fluorescence, overnight | Potency, µM (top dose mostly 46.1 µM), inactives show at the highest dose activity, negative = active, actives largely listed as inhibitors | actives 0.076% (n = 410,000) | AID 602310;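 further: potency means the concentration at half of the fitted maximal effect; on the % scale 0 is the no-effect control and ±100 the full control effect; nearly all actives have a fitted effect of over 60% in size; hits raise eYFP signal because A3G escapes Vif-driven loss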
Target sequence (Q9HC16 whole entry, looked up): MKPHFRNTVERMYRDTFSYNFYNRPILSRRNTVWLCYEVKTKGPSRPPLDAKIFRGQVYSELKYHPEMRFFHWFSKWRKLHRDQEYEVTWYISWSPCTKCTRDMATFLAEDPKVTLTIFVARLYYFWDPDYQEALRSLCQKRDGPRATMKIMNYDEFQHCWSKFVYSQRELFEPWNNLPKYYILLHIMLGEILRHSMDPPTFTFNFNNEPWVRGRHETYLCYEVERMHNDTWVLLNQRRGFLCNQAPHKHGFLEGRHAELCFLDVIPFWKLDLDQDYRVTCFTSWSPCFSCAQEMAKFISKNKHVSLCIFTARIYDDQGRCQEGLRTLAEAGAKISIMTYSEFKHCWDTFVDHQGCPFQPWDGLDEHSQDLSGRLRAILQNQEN
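HeLa cells stably expressing Vif and C-terminally eYFP-tagged A3G, seeded overnight at 37 deg C, then exposed to compound by pintool overnight at 37 deg C. Rise in yellow fluorescence (Ex 488/Em 500-530, Acumen) marks blocked Vif-driven A3G degradation.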
* marks the source's active call; other numbers are inactive results; ? = inconclusive; nt = not tested or not shown; & = joins results of further samples; [ ] = another dose, or the depositor's remark. Unless noted, the call rests on the fitted dose curve; in most records, active means well fitted curve in the direction sought with a large enough effect; inconclusive means small, poorly fitted or top-dose-only effect, or another doubt; inactive means no such curve, though single readings can be large; an effect the other way counts as inactive or inconclusive. Not all compounds are listed; the hit share may differ from the screen's.

nr	mol	LDHA block	ERG Ets-DNA blk	D2 agonist	RGS4 inh	D2 antagonist
1	O=C(CSc1nccn1-c1ccccc1)c1ccc(Cl)cc1	2	-3%	1.1	-1%	-3
2	CC(C)c1ccc(NC(=O)Cn2c3ncccc3c(=O)n2-c2ccccc2)cc1	-3	0%	0.6	5%	nt
3	O=C(Cc1ncc(C(F)(F)F)cc1Cl)NNc1cccc(F)n1	0	-1%	0.2	-24%	3
4	Cc1nc(C)c(Cc2ccccc2Cl)c(=O)[nH]1	-8	-1%	21	8%	-6
5	N#C/C(=C(/O)CSc1nnc(Cc2cccs2)n1C1CCCCC1)c1nc2ccccc2[nH]1	2	7%	0.6	-10%	-15
6	CC(=O)c1cc(CN2C(=O)CCC2=O)cs1	-4	nt	-1.1	20%	19
7	Cn1c(SCc2nc3ccccc3n2CCO)nc2ccccc21	-3	-7%	0.4	8%	-7
8	O=c1[nH]c(=S)[nH]c2c1C(c1ccc(Cl)cc1)OC(CCc1ccccc1)C2 (configuration not stated)	-17	nt	nt	nt	nt

nr	12-LOX inh	Vif-APOBEC3F blk	GRP78 ERSR act	Vif-APOBEC3G blk
1	12%	2%	1%	0%
2	?	4%	-3%	2%
3	-2%	?	-1%	-4%
4	-33%	0%	0%	0%
5	-7%	-4%	10%	-1%
6	0%[57.4 µM]	-1%	-3%	-2%
7	0%	-7%	-5%	0%
8	?	nt	0%	-10%

Four entries already listed, arranged by the number in 12-LOX inh, largest number first:
nr	Structure	LDHA block	ERG Ets-DNA blk	RGS4 inh	D2 antagonist	12-LOX inh
1	O=C(CSc1nccn1-c1ccccc1)c1ccc(Cl)cc1	2	-3%	-1%	-3	12%
7	Cn1c(SCc2nc3ccccc3n2CCO)nc2ccccc21	-3	-7%	8%	-7	0%
3	O=C(Cc1ncc(C(F)(F)F)cc1Cl)NNc1cccc(F)n1	0	-1%	-24%	3	-2%
4	Cc1nc(C)c(Cc2ccccc2Cl)c(=O)[nH]1	-8	-1%	8%	-6	-33%

Other compounds
nr	mol	LDHA block	ERG Ets-DNA blk	D2 agonist	RGS4 inh	D2 antagonist
9	O=C(NCc1ccc2c(c1)OCO2)c1c[nH]c2ccc(S(=O)(=O)N3CCOCC3)cc2c1=O	-1	-1%	0.7	-6%	-9
10	CN(Cc1ccccc1)C(=O)CN1C(=O)NC2(CCCC2)C1=O	-1	-2%	-0.1	-7%	-10
11	O=C(Nc1ccc2nc(-c3ccccc3)[nH]c2c1)c1cccs1	-2	nt	-0.3	-2%	-73
12	CCc1cccc(C)c1NS(=O)(=O)c1ccc(-c2cc(C)no2)s1	-1	-4%	-0.1	-23%	nt
13	CCOc1ccccc1NC(=O)c1ccccc1NS(C)(=O)=O	-5	3%	-0.2	-6%	1
14	COc1ccc(-c2c(C(C)=O)c(C)nc3sc4c(c23)NC(c2ccccc2)NC4=O)cc1 (configuration not stated)	-5	11%	0.6	-12%	-9
15	CCCC(=O)N1CCN(c2ccc(NC(=O)c3ccc([N+](=O)[O-])o3)cc2Cl)CC1	5	-4%	-0.5	-16%	11
16	NC(=O)c1cccc(-c2ccnc3c2CC(C(=O)Nc2ccccc2)O3)c1 (configuration not stated)	-6	nt	nt	nt	nt

nr	12-LOX inh	Vif-APOBEC3F blk	GRP78 ERSR act	Vif-APOBEC3G blk
9	?	-4%	-5%	-3%
10	-12%	5%	-1%	-2%
11	-2%	-1%	5%	-24%
12	-15%	-2%	-2%	?
13	-22%	-2%	-4%	-2%
14	-1%	-7%	-3%	-2%
15	-17%	0%	-18%	?
16	11%	nt	-2%	-6%

Continuation.
nr	mol	LDHA block	ERG Ets-DNA blk	D2 agonist	RGS4 inh	D2 antagonist
17	Cc1ccccc1CSCCNC(=O)C1CCN(S(=O)(=O)Cc2ccccc2)CC1	-15	0%	-1.5	23%	nt
18	COC(=O)/C=C/CSC1=N/C(=C/c2ccc(-n3cncn3)cc2)C(=O)N1	3	-2%	-1.7	-12%	20
19	O=S(=O)(c1ccccc1)N1CCN=C1SCc1cccnc1	1	-1%	-0.8	-32%	-15
20	C/C(=N\Nc1ccc(S(=O)(=O)N2CCCCC2)cn1)c1cccc(Br)c1	2	1%	0.6	-7%	15
21	O=c1c(-c2cc(-c3ccccc3)nc3c2COc2ccc(Cl)cc2-3)coc2ccccc12	-5	0%	-1.2	29%	nt
22	C/C(N)=C(/C#N)C(=O)COC(=O)COc1ccc(Cl)cc1C	-3	-2%	0.2	-12%	-2
23	COc1cccc(S(=O)(=O)Nc2cccc(C(=O)N3CCCCCC3)c2)c1	-9	2%	-0.1	-24%	3
24	CSc1cccc(NC(=S)Nc2ccc(F)cc2)c1	-6	3%	0.9	-13%	9

nr	12-LOX inh	Vif-APOBEC3F blk	GRP78 ERSR act	Vif-APOBEC3G blk
17	?	1%	-3%	3%
18	-23%	2%	-1%	0%
19	-4%	1%	-2%	1%
20	290%[activator]	9%	0%	-14%
21	-18%	-8%	-1%	5%
22	0%	-2%	-3%	2%
23	-14%	-5%	-1%	-1%
24	0%	5%	-4%	-1%

Remaining list, next part
nr	mol	LDHA block	ERG Ets-DNA blk	D2 agonist	RGS4 inh	D2 antagonist
25	Cc1ccc(CONC(=O)c2ccccc2Cl)cc1	-13	10%	-1.0	0%	-17
26	COc1ccc(NC(=O)Nc2c[nH]c(=O)[nH]c2=O)cc1OC	11	14%	0.1	-1%	19
27	Cc1ccc(NC(=O)Cn2cnc3c(oc4ccccc43)c2=O)cc1Cl	1	7%	1.0	-18%	nt
28	COc1ccc(/C(O)=C2/C(=O)C(=O)N(CC3CCCO3)C2c2cccc(OC)c2)cc1 (configuration not stated)	-3	nt	0.4	1%	nt
29	CC1CCN(C(=O)C2CCN(S(=O)(=O)c3ccc(-n4cnnn4)cc3)CC2)CC1	-6	1%	0.4	6%	24
30	CC1CCCCC1NC(=O)CSC1=Nc2ccccc2C2CC=NN12 (configuration not stated)	-7	-14%	0.2	44%	-7
31	Cc1cc(C)n(-c2nnc(C)n2/N=C/c2ccco2)n1	5	7%	1.8	21%	9
32	Cc1cc(CN(C)C(=O)CC2C(=O)NCCN2Cc2c(F)cccc2Cl)n[nH]1 (configuration not stated)	1	-1%	0.8	-10%	10

nr	12-LOX inh	Vif-APOBEC3F blk	GRP78 ERSR act	Vif-APOBEC3G blk
25	-5%	-2%	3%	1%
26	?	-4%	-7%	-1%
27	-9%	0%	-3%	3%
28	?	-1%	-1%	-3%
29	0%	1%	-6%	-3%
30	58%[activator]	-16%	-1%	-3%
31	0%	-6%	-3%	0%
32	2%	-16%	-5%	-1%

Later entries:
nr	mol	LDHA block	ERG Ets-DNA blk	D2 agonist	RGS4 inh	D2 antagonist
33	CCN(CC)CCNC(=O)CCc1nn(C)c(=O)c2ccccc12	-4	5%	nt	12%	nt
34	CSc1nc2c(c(=O)[nH]c(=O)n2C)n1Cc1ccc(Cl)cc1	-3&-1	0%	-0.5	?	4
35	CCN1CC=C2C(C#N)=C(N)C(C#N)(C#N)[C@H](c3ccoc3)[C@H]2C1	14	-10%	2.9	-41%	11
36	CCc1ccc2[nH]c(=O)c(CN(Cc3ccc(F)cc3)C(c3nnnn3CCN3CCOCC3)C(C)C)cc2c1 (configuration not stated)	8	12%	-5.5	11%	-18
37	O=C1CCCN2N=C(SCC(=O)Nc3nccs3)SC2=N1	-2	4%	1.0	-25%	-3
38	CCC1CCC(C(=O)NC(C(=O)NCCN2CCOCC2)C(C)C)CC1 (configuration not stated)	-7	-4%	3.0	12%	-4
39	CCN=c1sc(C(=O)NCCc2ccccc2)cc(=O)n1CC	-3	-3%	0.5	-31%	-21
40	C=CCN1C(=O)c2ccc(C(=O)N3CCN(S(=O)(=O)c4cccc([N+](=O)[O-])c4)CC3)cc2C1=O	-4	-4%	0.7	17%	-17

nr	12-LOX inh	Vif-APOBEC3F blk	GRP78 ERSR act	Vif-APOBEC3G blk
33	22%	-3%	-4%	9%
34	?	10%	-3%	-6%
35	nt	?	-8%	-1%
36	nt	-5%	-6%	-1%
37	-8%	-9%	0%	-3%
38	2%	-11%	-3%	0%
39	nt	5%	-2%	-11%
40	2%	-13%	-3%	-10%

Exported in markdown: entries from further up
| No. | molecule | LDHA block | ERG Ets-DNA blk | D2 agonist | RGS4 inh | D2 antagonist | 12-LOX inh | Vif-APOBEC3F blk | GRP78 ERSR act | Vif-APOBEC3G blk |
| --- | --- | --- | --- | --- | --- | --- | --- | --- | --- | --- |
| 35 | CCN1CC=C2C(C#N)=C(N)C(C#N)(C#N)[C@H](c3ccoc3)[C@H]2C1 | 14 | -10% | 2.9 | -41% | 11 | nt | ? | -8% | -1% |
| 36 | CCc1ccc2[nH]c(=O)c(CN(Cc3ccc(F)cc3)C(c3nnnn3CCN3CCOCC3)C(C)C)cc2c1 (configuration not stated) | 8 | 12% | -5.5 | 11% | -18 | nt | -5% | -6% | -1% |
